Assay outcomes: PubChem BioAssay, several laboratories
5-HT1A blocker = antagonists of human 5-HT1a serotonin receptor; P08908; CHO 5-HT1a Ga15 NFAT-bla reporter, antagonist mode; inhibition, % at 10 µM; 0.68% of 62,000 active;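 active = inhibition above the mean of all tested compounds plus 3 SD, cut at about 43% in these data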;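 note: receptor stimulated by 5-CT agonist at 100 nM near EC80; beta-lactamase reporter measured by ratiometric fluorescence of a cleavable substrate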
Target sequence (P08908 whole entry, looked up): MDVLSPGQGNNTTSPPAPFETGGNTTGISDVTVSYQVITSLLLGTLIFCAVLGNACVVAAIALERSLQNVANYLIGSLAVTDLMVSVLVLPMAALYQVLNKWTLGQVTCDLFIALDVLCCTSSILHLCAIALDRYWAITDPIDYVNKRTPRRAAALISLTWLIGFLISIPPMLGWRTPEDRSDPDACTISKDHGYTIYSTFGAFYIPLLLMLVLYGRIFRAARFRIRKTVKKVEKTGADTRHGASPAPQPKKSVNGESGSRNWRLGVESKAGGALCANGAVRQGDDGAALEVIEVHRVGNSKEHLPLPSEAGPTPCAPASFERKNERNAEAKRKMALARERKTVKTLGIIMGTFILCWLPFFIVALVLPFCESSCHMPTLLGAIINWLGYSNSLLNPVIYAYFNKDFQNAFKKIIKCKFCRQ
HEK293 NFkB inh = inhibitors of the PMA/ionomycin-induced NF-kB reporter in HEK293 cells. HEK-293 NF-kB luciferase reporter, luminescence. inhibition, % at 3 µM. 0.21% of 62,000 active;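 active = inhibition above the mean of all tested compounds plus 3 SD, cut at about 40% in these data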;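 note: 0% = stimulated DMSO wells and 100% = 10 µM reference inhibitor 5653914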
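System: NF-kB luciferase reporter HEK-293 cells | Replication: Single test | Control set: DMSO vs reference inhibitor | Evaluation: % inhibition | Schedule: 1 h pretreatment, 16 h stimulation, 37 °C | Probe or stimulus: PMA with ionomycin | Compound dosing: One dose, 3 µM | Detection: Luciferase luminescence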
HTR1E antagonist = antagonists of human 5-HT1E serotonin receptor; 0.99% of 65,000 active; P28566; CHO 5-HT1E Ga15 NFAT-bla reporter, FRET, antagonist; inhibition, % at 6 µM;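 active = inhibition above a set limit, the mean inhibition across every tested compound plus 3 SD, cut at about 29% in these data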;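 note: signal is the 460 over 535 nm emission ratio of beta-lactamase substrate; 0% = agonist plus DMSO wells and 100% = wells without agonist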
S1P1 ag-PAM = agonists and agonism potentiators of human S1P1 receptor. AID 449. activation, % at 9.5 µM. S1P1 CRE-bla cells, forskolin, beta-lactamase FRET, potentiator mode; S1P1 agonist co-added at EC20, 2 nM; 100% = saturating reference agonist, 0% = basal. 0.57% of 56,000 active. P21453;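 active = activation above a cutoff set at the mean activation of all tested compounds plus 3 SD, cut at about 54% in these data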;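 note: forskolin at 4 µM as EC80 and the EC20 agonist is SEW2871; 100% = SEW2871 at its EC100 plus forskolin at EC80; some compounds past the cut are filed as inactive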
S1P3 ag = agonists of human S1P3 receptor. S1P3 NFAT-BLA reporter cells, agonism, FRET ratio; relative to 1 µM S1P, basal subtracted. Q99500. 0.1% of 60,000 active. activation, % at 4.5 µM. AID 373;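 active = activation above the screen-wide mean plus 3 SD, cut at about 4.5% in these data, passing the limit was not always enough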; note: some compounds called inactive have numbers as strong as hits
Target sequence (Q99500 whole entry, looked up): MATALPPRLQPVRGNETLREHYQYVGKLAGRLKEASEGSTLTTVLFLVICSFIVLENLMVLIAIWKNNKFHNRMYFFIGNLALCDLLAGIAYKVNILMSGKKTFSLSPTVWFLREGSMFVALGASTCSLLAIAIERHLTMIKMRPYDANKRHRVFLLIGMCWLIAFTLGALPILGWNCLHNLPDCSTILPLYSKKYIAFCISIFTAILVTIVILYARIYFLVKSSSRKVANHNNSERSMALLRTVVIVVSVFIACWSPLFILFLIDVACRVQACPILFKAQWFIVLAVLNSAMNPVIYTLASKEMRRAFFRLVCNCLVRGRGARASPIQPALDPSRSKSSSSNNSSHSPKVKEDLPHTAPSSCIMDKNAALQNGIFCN
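Benchmarks: high control 1 µM S1P / System: stable CHO line with human S1P3, Gα16, NFAT-BLA reporter / Dosing: single compound concentration, 4.5 µM final / Timing: 4 h compound at 37 °C, 2 h substrate at RT / Measured by: FRET β-lactamase substrate fluorescence, excitation 405 nm, 460/535 nm emission ratio, background-subtracted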
Jurkat viability = cytotoxicity toward Jurkat cells; Jurkat E6.1 viability, ATP luminescence, 48 h; inhibition, % at 4 µM; 1.2% of 56,000 active;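 active = inhibition above the mean inhibition of all tested compounds plus 3 SD, cut at about 28% in these data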
D1 allo mod = allosterically modulates the human D1 dopamine receptor | P21728 | HEK293 D1, CRE-luciferase, dopamine EC30 potentiation; actives deviate in either direction | B-score at 10 µM | 5.9% of 58,000 active | AID 641;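 active = luminescence count or its row- and column-corrected plate score outside the 99.7% band of the plate's sample wells, on either side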
HTR1E agonist = agonists of human 5-HT1E serotonin receptor | CHO 5-HT1E Ga15 NFAT-bla reporter, FRET; 0% DMSO wells, 100% control agonist wells | activation, % at 6 µM | 0.69% of 65,000 active;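 active = activation above a set limit, the screen-wide mean activation plus 3 SD, cut at about 8.5% in these data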;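 note: 100% = positive control agonist at 1 µM giving full maximal response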
HTR1A agonist = agonists of human 5-HT1a serotonin receptor; CHO 5-HT1a Ga15 NFAT-bla reporter, FRET ratio; 0% basal, 100% maximal reference agonist; 0.56% of 65,000 active; activation, % at 10 µM; AID 567;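 active = activation above the screen-wide mean activation plus 3 SD, cut at about 19% in these data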;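 note: 0% = DMSO wells and 100% = 5-CT at EC100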
* marks the source's active call; other numbers are inactive results; nt = not tested or not shown.

SMILES | 5-HT1A blocker | HEK293 NFkB inh | HTR1E antagonist | S1P1 ag-PAM | S1P3 ag | Jurkat viability | D1 allo mod | HTR1E agonist | HTR1A agonist
CCc1cc2c(=O)c(-c3nc4ccccc4n3C)coc2c(CN2CCN(C)CC2)c1O | -5 | -1 | -1 | nt | -0.8 | -2 | 0.013 | 1.0 | -0.7
CN(C)c1ccc(CNC2CC(C)(C)NC(C)(C)C2)cc1 | 1 | 10 | -4 | 11 | -1.5 | 2 | 0.012 | 0.1 | -2.2
O=C(NCCSCc1c(F)cccc1Cl)c1ccco1 | 1 | 13 | 0 | -2 | -0.4 | -7 | -0.09 | -0.3 | -1.5
COCCn1c(=S)[nH]c2ccc(N(C)C)cc2c1=O | -3 | 10 | 11 | 5 | 0.4 | 4 | -0.078 | -0.5 | 0.3
CN(C)CCCNCCCNC(=O)/C(=N\O)c1ccccn1 | 1 | 11 | -8 | -17 | -1.1 | 1 | nt | 0.7 | 8.3
CCOC(=O)Cc1csc(NC(=O)c2ccc3c(c2)OCO3)n1 | 9 | 9 | 10 | -6 | -0.9 | 2 | -0.49 | -0.8 | -2.0
COc1ccc(-c2csc3ncnc(NCCN4CCOCC4)c23)cc1 | 32 | 9 | 16 | 47 | 0.4 | 0 | -0.085 | -0.9 | 0.0
COc1ccc2oc(=O)c(C(=O)N3CCN(c4ccccc4F)CC3)cc2c1 | -13 | 4 | -7 | -10 | -0.7 | 2 | -0.03 | 1.1 | -1.1
Cn1c(SCC(=O)N2CCCCC2)nc2c([nH]c3ccccc32)c1=O | 0 | 8 | -7 | -27 | 0.5 | 0 | -0.59 | 0.1 | -0.5
COc1ccc(-c2csc(N(CC3CCCO3)C(=O)c3ccco3)n2)cc1 (stereo not drawn) | 22 | 11 | 3 | 14 | -1.2 | 5 | 0.62 | -0.1 | -3.4
Cc1nnc(NC(=O)CSc2nnc(-c3ccc(S(=O)(=O)N4CCCC4)cc3)n2C)s1 | 4 | 8 | 0 | 6 | -0.1 | 0 | 0.094 | -0.1 | -1.4
O=C1NC(c2ccco2)Nc2ccccc21 (stereo not drawn) | 3 | 4 | 15 | -7 | -1.1 | 13 | -0.069 | -1.3 | -1.6
COc1ccc(CN(C(=O)CSc2nnc(-c3ccccc3F)o2)c2ccc(F)cc2)cc1 | 15 | 20 | 11 | 29 | -1.1 | 2 | -0.014 | -0.7 | -0.1
COc1ccc(OC)c(C2NC(=O)c3sc(=S)n(-c4ccccc4)c3N2)c1 (stereo not drawn) | nt | nt | -3 | -4 | 0.9 | nt | nt | -0.1 | 0.5
CCCCCN(C(=O)NC(=O)Nn1cnnc1)S(C)(=O)=O | 0 | 12 | 3 | 7 | 0.2 | -3 | 0.11 | 0.1 | -1.2
O=C(CSc1nnc(-c2cccnc2)n1Cc1ccccc1)N1CCOCC1 | -5 | -1 | -4 | 12 | -1.6 | 6 | 0.69 | -0.9 | -1.4
O=C(Nc1ccccc1)NC1CCN(CCCN2C(=O)c3ccccc3C2=O)CC1 | 2 | 12 | 3 | nt | nt | nt | 1 | -0.9 | -0.5
CCOC(=O)N1CCC(Nc2c(NCCN3CCN(c4cccc(Cl)c4)CC3)c(=O)c2=O)CC1 | 2 | -3 | 2 | -10 | -0.3 | 0 | -0.94 | 0.6 | -2.2
CCCn1c(SCC(=O)NCCc2ccc(OC)c(OC)c2)nc2c1c(=O)n(C)c(=O)n2C | -24 | -1 | 0 | -3 | -0.4 | -2 | 0.94 | 0.3 | 1.8
CCC(C)(C)n1nnnc1C(c1cc2cc3c(cc2[nH]c1=O)OCO3)N1CCN(C)CC1 (stereo not drawn) | -10 | 14 | -1 | -2 | -0.4 | 3 | -0.59 | 0.6 | 1.2
CCc1nc(C)cc(N)c1OCc1ccccc1 | 4 | 3 | -3 | 4 | -0.7 | -1 | -0.69 | 0.5 | -3.8
CC(=O)c1cccc(NC(=O)c2cc(-c3ccc(F)cc3)on2)c1 | 4 | 10 | -2 | 0 | -0.6 | -5 | -0.71 | 2.6 | -2.8
C=COCCNC(=O)C1CC(=O)N(c2ccc(C)cc2)C1 (stereo not drawn) | -1 | 1 | 2 | -22 | -0.3 | 4 | 0.16 | 0.0 | -5.1
O=C(O)c1ccc2c(c1)[C@@H]1C=CC[C@@H]1[C@H](c1ccccn1)N2 | -47 | 17 | -35 | -6 | -0.3 | 1 | -3.8* | 1.9 | -4.1
Cc1ccc(S(=O)(=O)Cn2nnnc2CN2CCN(C(=O)c3ccco3)CC2)cc1 | -1 | 18 | 0 | 11 | 0.8 | -6 | -1.1 | -0.3 | 3.2
Oc1ccc(Br)cc1CN1CCCCCCC1 | 12 | -3 | -6 | -19 | -1.3 | 0 | -0.19 | 0.1 | -3.6
Cc1nnc(SCCC(=O)Nc2nc(-c3ccccc3)ns2)s1 | 1 | 16 | -8 | nt | nt | nt | -0.084 | -1.1 | -2.8
O=c1c2ccccc2nnn1CSc1nnc(-c2ccco2)o1 | 5 | 15 | 5 | nt | nt | nt | 1.5 | -1.1 | -2.3
O=C(NCN1CCN(c2ccccc2F)CC1)c1ccccc1 | 15 | 14 | -2 | -1 | -0.5 | -1 | 0.12 | 10* | -2.0
CCCC(=O)NC(Nc1ccc(S(=O)(=O)Nc2ncccn2)cc1)(C(=O)OCC)C(F)(F)F (stereo not drawn) | -1 | 4 | -2 | -23 | -0.4 | 6 | -0.71 | -1.1 | -2.0

Quoted from the entries so far, three compounds:
SMILES | 5-HT1A blocker | HEK293 NFkB inh | HTR1E antagonist | S1P1 ag-PAM | S1P3 ag | Jurkat viability | D1 allo mod | HTR1E agonist | HTR1A agonist
O=C1NC(c2ccco2)Nc2ccccc21 (stereo not drawn) | 3 | 4 | 15 | -7 | -1.1 | 13 | -0.069 | -1.3 | -1.6
COc1ccc(CN(C(=O)CSc2nnc(-c3ccccc3F)o2)c2ccc(F)cc2)cc1 | 15 | 20 | 11 | 29 | -1.1 | 2 | -0.014 | -0.7 | -0.1
COc1ccc(OC)c(C2NC(=O)c3sc(=S)n(-c4ccccc4)c3N2)c1 (stereo not drawn) | nt | nt | -3 | -4 | 0.9 | nt | nt | -0.1 | 0.5

More entries follow:
SMILES | 5-HT1A blocker | HEK293 NFkB inh | HTR1E antagonist | S1P1 ag-PAM | S1P3 ag | Jurkat viability | D1 allo mod | HTR1E agonist | HTR1A agonist
CC(C)c1ccc(N(CC(=O)O)S(=O)(=O)c2cccnc2)cc1 | 2 | 8 | 1 | 11 | -1.2 | -4 | 0.23 | -1.9 | -1.4
CCOC(=O)Cc1csc(NC(=O)Nc2ccccc2)n1 | 5 | 13 | 6 | 13 | -0.6 | 4 | -0.046 | -0.8 | -2.9
CC1Oc2ccccc2N(Cc2ccccc2Cl)C1=O (stereo not drawn) | 15 | 8 | -3 | -22 | -1.0 | -9 | nt | -1.1 | 0.3
COc1ccc(Cl)cc1C(=O)Nc1cc(=O)n(C)c(=O)n1C | -10 | 14 | -8 | -24 | -0.6 | -19 | 0.72 | 1.5 | -2.2
Cc1ccc(-c2nc(CSCC(=O)N3CCCC3)c(C)o2)cc1 | 7 | 21 | -8 | 7 | -1.0 | -1 | -0.078 | -0.1 | -0.7
COc1cc(NC(=O)c2ccc3c(=O)n(Cc4ccco4)c(=S)[nH]c3c2)cc(OC)c1OC | -8 | -1 | -2 | 1 | 0.5 | -6 | 0.27 | -0.1 | -1.9
CCCc1cc(=O)[nH]c(SCC(=O)c2cc(C)n(C(C)COC)c2C)n1 (stereo not drawn) | -4 | 18 | -9 | 6 | 0.5 | 3 | 0.73 | -1.3 | -0.2
COCCNC(=O)c1sc2ncn(CC(=O)N3CCCCC3)c(=O)c2c1C | -8 | 9 | 1 | -23 | 0.0 | -1 | 0.025 | 0.6 | -2.5
Cc1ccc(S(=O)(=O)CNC(=O)c2ccccc2)cc1 | -12 | 2 | -11 | -7 | 0.2 | 2 | 0.17 | 0.1 | 1.1
Cc1ccc(-n2c(SCC(=O)NCC3CCCO3)nc3c(c2=O)SCC3)cc1 (stereo not drawn) | -12 | 8 | 1 | nt | nt | nt | -0.24 | 0.4 | -0.8
COc1ccc(N=C2SC(CC(=O)Nc3ccccc3)C(=O)N2CC2CCCO2)cc1 (stereo not drawn) | 8 | 12 | -9 | 21 | -1.6 | -2 | nt | -0.7 | -2.8
c1csc(Cc2nn3c(-c4ccncc4)nnc3s2)c1 | nt | nt | 9 | 24 | -1.1 | nt | nt | 0.4 | -1.0
Cc1cc(NC(=O)CSc2nc3ccccc3n2CC(=O)N2CCCCC2)no1 | -5 | 18 | 5 | -10 | 0.0 | 0 | 0.27 | -0.1 | -0.8
Cc1cc(C)cc(N(CC(=O)N2CCC(C)CC2)S(C)(=O)=O)c1 | 2 | -3 | 4 | nt | -1.3 | -5 | -0.66 | -0.1 | 0.0
CN(CC(=O)NCCCN1CCOCC1)S(=O)(=O)c1ccc(Br)cc1 | -5 | 6 | -10 | nt | -0.5 | -2 | 0.063 | 0.3 | 0.3
Cc1cc2ccccc2c(=O)n1CC(=O)NCC(=O)N1CCCC1 | 3 | 9 | -7 | 1 | -0.4 | 2 | -0.85 | -1.6 | -0.8
Cc1ccc2oc(=O)c3cc(C(=O)N4CCN(C(=O)c5ccco5)CC4)sc3c2c1 | 10 | 5 | 2 | -12 | 0.5 | -7 | 0.46 | 0.5 | -0.8
Cc1nc2ccccc2c(=O)n1CCCn1ccnc1 | 9 | 5 | 3 | nt | -0.6 | -1 | 1.3 | 0.1 | -1.2
CCOC(=O)c1[nH]c(C)c(C(=O)NCc2cccnc2)c1C | 4 | 1 | 1 | -11 | -0.3 | 5 | 0.003 | -0.1 | -2.5
Nc1nonc1NC(=O)CSc1ncccc1C(=O)O | 12 | -1 | -1 | 10 | 0.1 | -2 | -0.029 | 0.3 | 1.3
CCOC(=O)c1ccccc1NC1CC(=O)N(c2ccccc2C)C1=O (stereo not drawn) | -7 | 3 | 2 | 15 | -0.1 | 1 | 0.69 | 0.0 | -0.2
COc1ccc(C(C#N)Nc2ccccc2OC)cc1 (stereo not drawn) | 0 | 3 | -8 | nt | nt | nt | nt | 0.9 | 0.1
COc1ccc2cc(CN(CCO)C(=O)c3ccc(Br)cc3)c(=O)[nH]c2c1 | 5 | -5 | 5 | -8 | 0.7 | 6 | 0.98 | -0.3 | -3.9
CC(=O)c1ccccc1OCCn1nnc(-c2ccc(C)cc2)n1 | 12 | 19 | 4 | -5 | 0.1 | 3 | 3.3 | 0.2 | -3.2
CN=C(C)C1=C(O)C(C(=O)OC)C(C)(C)CC1=O (stereo not drawn) | 6 | 9 | -3 | -14 | -0.5 | -1 | -0.14 | 0.5 | -3.4
CC1CCc2nn(CC(=O)N3CCCCCC3)cc2C1 (stereo not drawn) | 6 | 4 | 4 | 4 | -0.1 | -3 | nt | -0.2 | 4.8
CCOC(=O)c1cnc(-n2nc(C)cc2C)nc1Nc1cccc(C(=O)O)c1 | 1 | 11 | -14 | 8 | -1.3 | -2 | 4.3* | -0.8 | -0.6
CCOc1ccc2sc(NS(=O)(=O)c3ccc(OC)c(OC)c3)nc2c1 | -11 | 11 | -9 | nt | -0.5 | -6 | 0.5 | 0.9 | 0.5
